Source: PubChem BioAssay
GPR55 beta-arrestin: GPR55 agonists via beta-arrestin recruitment, primary screen, imaging, U2OS cells, beta-arrestin-GFP redistribution (AID 1961). one-dose activation, % at 10 µM; EC50 in µM for titrated hits. U2OS GPR55 beta-arrestin-GFP redistribution imaging; higher % means a stronger effect. 290,000 compounds, 0.048% hits;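 active = activation above 40% with more than 50 cells counted in the well; inconclusive = wells holding fewer than 50 cells, flagged as toxic or sparse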;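 note: U2OS osteosarcoma cells stably expressing GPR55 and beta-arrestin-GFP; plate controls were DMSO negative control for no effect and LPI positive control for full effect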
KOR beta-arrestin-1: KOR agonists, beta-arrestin recruitment, primary screen, cell-based, luminescence, uHTS (AID 1777). KOR beta-arrestin recruitment, luminescence; higher % means a stronger effect. activation, % at 10 µM, or EC50 in µM where a hit was titrated. 280,000 compounds, 0.02% hits; in the data active = activation above about 50%, passing the limit was not always enough; note: a part of the inactive calls stands beside numbers as strong as those of hits
Siah-1 displacement: Siah-1 peptide-binding antagonists, primary screen, biochemical, fluorescence polarization, rhodamine-plectin, uHTS (AID 1817); Siah-1 / rhodamine-plectin peptide fluorescence polarization; higher % means a stronger effect; 290,000 compounds, 0.02% hits; displacement, % at 20 µM, or IC50 in µM where a hit was titrated;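 active = displacement of at least 50% at 20 µM, with a fluorescence ratio check between 0.3 and a set limit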;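 note: plate controls were Siah plus tracer with DMSO for no effect and tracer alone without Siah for full effect; strong numbers were not always called active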
KOR beta-arrestin-2: kappa opioid receptor blockers – cell-based, luminescence, uHTS (AID 1778). inhibition, % at 10 µM; hits with a dose series show IC50 in µM. 290,000 compounds, 0.091% hits. KOR beta-arrestin recruitment, luminescence, antagonist mode; higher % means a stronger effect; in the data active = inhibition above about 50%; note: strong numbers were not always called active
NOD1 inhibition: NOD1 signaling inhibitors, primary screen, cell-based, luminescence, uHTS (AID 1578); NOD1-driven NF-kB luciferase reporter cells, luminescence; higher % means a stronger effect; inhibition, % at 4 µM, or EC50 in µM where a hit was titrated; 290,000 compounds, 1% hits; in the data active = inhibition mostly above about 36%, no sharp cut-off; inactive = mostly below about 34%;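 note: HEK-293T reporter cells stimulated with the NOD1 agonist gamma-tri-DAP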
GPR55 antagonists: inhibition of LPI-stimulated GPR55 beta-arrestin translocation – imaging, U2OS, beta-arrestin-GFP, LPI agonist, primary screen (AID 2013). U2OS GPR55 beta-arrestin-GFP translocation imaging, LPI antagonism; higher % means a stronger effect. one-dose inhibition, % at 10 µM; IC50 in µM for titrated hits. 290,000 compounds, 0.13% hits;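 active = spots per cell inhibited over 60%, with over 100 cells counted and total cytoplasm intensity under 500,000; inconclusive = wells with under 100 cells, flagged as likely toxic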;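 note: U2OS cells stably carrying GPR55 and arrestin-GFP stimulated by 5 µM LPI near EC80; imaged beta-arrestin-GFP aggregate spots per cell after agonist stimulation; plate controls were LPI-stimulated DMSO wells for no effect and DMSO wells without LPI for full effect; some results filed as inactive read as strong as hits; confirmed hits need IC50 under 10 µM and bright autofluorescent wells are also inconclusive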
HIV peptide binding: inhibitors of HIV fusion peptide binding, primary screen, biochemical, uHTS, fluorescence dequenching (AID 1986). cell-free peptide binding, fluorescence dequenching, 30 min; higher % means a stronger effect. inhibition, % at 20 µM, or IC50 in µM where a hit was titrated. 290,000 compounds, 0.3% hits; in the data active = inhibition mostly above about 52%, no sharp cut-off; inactive = mostly below about 76%; note: some results filed as inactive read as strong as hits
AID2073: disruptors of CaV2.2 binding to Mint1 – biochemical, HTRF (AID 2073); HTRF protein-protein interaction, Mint1-CaV2.2; higher % means a stronger effect; one-dose inhibition, % at 20 µM; IC50 in µM for titrated hits; 290,000 compounds, 0.19% hits; in the data active = inhibition mostly above about 51%, no sharp cut-off; inconclusive = no clear call, values can overlap the other calls; inactive = mostly below about 53%; note: some results filed as inactive read as strong as hits
GPR35 arrestin U2OS: inhibition of zaprinast-stimulated GPR35 beta-arrestin translocation – imaging, U2OS, beta-arrestin-GFP, zaprinast agonist, primary screen (AID 2058). 290,000 compounds, 0.052% hits. inhibition, % at 10 µM, or IC50 in µM where a hit was titrated. U2OS GPR35 beta-arrestin-GFP translocation imaging, zaprinast antagonism; higher % means a stronger effect;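 active = inhibition of at least 50% with at least 30 cells and total cytoplasm GFP at most 10,000,000; inconclusive = under 30 cells or total GFP of 10,000,000 plus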
Numbers without * were called inactive; ? = inconclusive; nt = no result given; [ ] = another dose, or the depositor's remark. A portion of the library. The share of hits here may be higher or lower than overall.

SMILES	GPR55 beta-arrestin	KOR beta-arrestin-1	Siah-1 displacement	KOR beta-arrestin-2	NOD1 inhibition	GPR55 antagonists	HIV peptide binding	AID2073	GPR35 arrestin U2OS
O=c1oc(-c2ccco2)nc2sc3c(c12)CCCCC3	-0.1%	nt	0%	-31%[20 µM]	-45%	16%	-2.4%	-13%	15%
CC(=O)c1ccc(OCCCC(=O)OCC(=O)N2CCN(c3ccccc3)CC2)cc1	-0.2%	0.8%	3%	-2%	-17%	0%	4.2%	1%	-9%
CCC(=O)Nc1ccc(C=C(C(C)=O)C(C)=O)cc1	0.8%	-0.2%	14%	23%	-3%	15%	0.7%	10%	0%
CSc1ccc(C2CC(=O)Nc3nc(SC)[nH]c(=O)c32)cc1 (configuration not stated)	0.0%	-4.1%	4%	18%	-24%	4%	1.5%	-1%	-3%
CC(=O)Nc1ccc(S(=O)(=O)NNC(=O)c2cccc3ccccc23)cc1	-0.2%	-3.0%	-3%	-6%	-15%	4%	-0.5%	5%	11%
N#Cc1cccc(Nc2c3c(nc4ccccc24)CCCC3)c1	0.1%	-0.3%	4%	25%	23%	-35%	-0.1%	32%	5%
COC(C[C@H](O)C[C@@H](O)[C@@H](C)OCc1ccccc1)OC	-0.1%	5.2%	6%	-2%	7%	-4%	0.4%	6%	-2%
O=C(O)c1ccc(NC2=C(Cl)C(=O)c3ccccc3C2=O)cc1	-0.3%	2.9%	-6%	28%	-6%	14%	0.5%	-9%	-2%
Nc1ccc(S(=O)(=O)Nc2cnc3ccccc3n2)cc1	-0.1%	4.8%	-2%	-8%	-12%	4%	1.9%	7%	4%
CCOC(=O)c1[nH]c(C)c(/C(O)=C2\C(=O)C(=O)N(CCCN3CCOCC3)C2c2cccnc2)c1C (configuration not stated)	-0.3%	-0.7%	4%	11%	-11%	18%	-1.2%	-29%	-9%
Cc1cc(C)c(S(=O)(=O)N2CCN(C(=O)N(C)C)CC2)c(C)c1	0.1%	nt	-2%	-58%[20 µM]	-26%	10%	0.5%	4%	23%
CCOc1ccc(-c2nc(CSc3nncs3)cs2)cc1OC	-0.6%	7.9%	-1%	-29%	-33%	-3%	-0.5%	-8%	-6%
O=C(O)/C=C/c1cn(-c2ncc(C(F)(F)F)cc2Cl)c2ccccc12	-0.3%	-0.4%	-3%	1%	9%	18%	5.4%	7%	-8%
COc1ccccc1C(=O)COC(=O)c1ccccc1OCC(=O)Nc1ccc(SC(F)F)cc1	1.4%	0.7%	5%	6%	23%	22%	-0.8%	5%	-12%
CCN(CC)C(=O)CSc1nc2ccsc2c(=O)n1CCCC(=O)NCCc1ccc(S(N)(=O)=O)cc1	0.6%	-4.2%	11%	16%	-26%	4%	1.5%	22%	-6%
COc1ccc(C(=O)N/C(=C\c2cn(S(=O)(=O)N(C)C)c3ccccc23)C(=O)NCCCN2CCOCC2)cc1	0.2%	-4.2%	10%	-44%	-23%	15%	0.5%	1%	-14%
NS(=O)(=O)c1cc(C(=O)OCC(=O)NC2CC2)ccc1Cl	-0.1%	3.7%	-2%	-28%	-30%	-8%	0.7%	46%	2%
COc1ccc(C2=NN3C(=O)c4c(ccc(OC)c4OC)C3C2)cc1 (configuration not stated)	0.4%	-3.6%	-2%	-19%	-8%	7%	1.2%	9%	-3%
Cc1nc(C)n(CC(C)C(=O)N2CCN(S(=O)(=O)c3ccc(Cl)cc3)CC2)n1 (configuration not stated)	0.5%	-1.4%	13%	-12%	-8%	-6%	1.6%	15%	6%
COc1ccc(NC(=O)CSc2ccc(-c3ccco3)nn2)c(OC)c1	-0.1%	-0.9%	4%	-14%	22%	-12%	1.5%	13%	-5%
O=C(CN1C(=O)c2cccc([N+](=O)[O-])c2C1=O)N1CCN(c2ccc(F)cc2)CC1	-1.0%	-4.6%	2%	29%	-22%	18%	1.9%	13%	-10%
CNC(=O)c1ccsc1NC(=O)c1ccc(Cl)s1	2.6%	-3.3%	3%	43%	-13%	-2%	-2.4%	4%	-1%
O=C(/C=C/c1ccco1)NC(=S)Nc1cccc([N+](=O)[O-])c1	0.3%	2.4%	14%	14%	35%	2%	46%	37%	12%
O=C1CCCN1CN(C(=O)c1ccc2c(c1)OCO2)c1cccc(Cl)c1	-0.1%	-0.7%	-2%	4%	-3%	6%	-0.7%	-28%	13%
COC(=O)Nc1csc2c1NC(=O)CCCC2	0.7%	-0.2%	5%	15%	-4%	11%	0.5%	2%	14%
c1csc(-c2ccnc3ncnn23)c1	-0.5%	0.8%	-4%	0%	-45%	-1%	2.2%	?	-5%
COCC(=O)N(Cc1cc2cc(C)ccc2[nH]c1=O)c1ccccc1	-0.2%	-4.6%	1%	-4%	-29%	-12%	-1.1%	4%	5%
CN(C)c1ccc(NC(=O)c2sc(SCC(=O)Nc3nccs3)nc2N)cc1	0.0%	-2.9%	-5%	8%	-20%	18%	-3.9%	-32%	-6%
Cc1cccc(C(=O)n2c(=S)nc3cc(C)ccn32)c1	-0.2%	0.2%	-1%	7%	0%	5%	-3.1%	-26%	8%
CCN=C1SC(C(=O)Nc2cccc(OCC)c2)CC(=O)N1CC (configuration not stated)	-0.3%	-3.5%	2%	-2%	-2%	1%	10%	4%	6%
CCCCCCCNC(=O)C1(CC2CC(c3ccc(Cl)cc3)=NO2)CCN(C(=O)c2ccccc2)CC1 (configuration not stated)	-0.1%	-6.2%	0%	21%[20 µM]	0%	10%	1.2%	2%	15%
N#Cc1ccc(N2C(=O)[C@@H]3C(C(=O)c4cnccn4)=NN[C@@H]3C2=O)cc1	0.5%	3.4%	1%	-18%	-13%	-3%	6.1%	-5%	-4%
O=C(c1cc(-c2ccc(Cl)cc2Cl)on1)N1CCCCCC1	-0.2%	-5.5%	-3%	-5%	-64%	3%	-0.7%	4%	-18%
COc1ccccc1NC(=O)CCNS(=O)(=O)c1ccc2[nH]c(=O)oc2c1	0.0%	-3.1%	2%	-4%	-33%	8%	1.9%	4%	10%
CCOc1cc(S(=O)(=O)NCC2OCCc3ccccc32)c(OCC)cc1-n1cnnn1 (configuration not stated)	-0.2%	-0.9%	0%	-4%	-23%	-9%	0.9%	8%	-9%
O=C(NCCN1CCOCC1)c1noc2c1CCc1ccccc1-2	-0.1%	1.3%	-5%	-37%	-27%	-2%	-0.4%	-6%	9%
CCCCC(CCC(=O)Nc1ccccc1C(=O)OCC)C(=O)O (configuration not stated)	-0.2%	-2.2%	-1%	25%	-11%	14%	0.5%	12%	-12%
COc1ccc(C(=O)OCC(=O)Nc2ccc([N+](=O)[O-])cc2OC)c(O)c1	0.5%	14%	-6%	-214%[20 µM]	-18%	7%	-1.6%	22%	6%
CCOC(=O)N1CCN(CC(O)COc2c(C)cc(C)cc2C)CC1 (configuration not stated)	0.0%	-1.0%	-5%	-22%	-1%	10%	-0.3%	-2%	13%
CN(C)c1cccc(C(=O)N(C)C2CCCN(Cc3ccccc3F)C2)c1 (configuration not stated)	-0.2%	5.2%	1%	-10%	-3%	9%	0.0%	18%	12%
CCn1c2ccc(F)cc2c2nnc(NN)nc21	0.2%	-4.2%	-4%	-96%	11%	-13%	-3.5%	0%	-6%
Cc1cnc2c(c1)C(=O)c1ccccc1-2	-0.1%	-4.5%	10%	2%	-18%	-3%	-2.1%	7%	-4%
O=C(CN1CCc2ccccc21)NN1CC(=O)N(c2ccc(Cl)cc2)CC1=O	-0.3%	-0.8%	-5%	21%	3%	-5%	-2.1%	-4%	4%
Cc1nn(Cc2ccccc2)c(Cl)c1C(=O)OCc1nnc(-c2ccc(Cl)cc2)o1	0.3%	-1.8%	3%	26%	-20%	-4%	-3.5%	3%	-10%
Cc1cc(C)c(-c2csc(NC(=O)/C=C/c3cccs3)n2)c(C)c1	-0.1%	-1.8%	8%	0%	-13%	3%	4.8%	21%	2%
COc1cccc(CC(NC(C)=O)C(=O)NC2CCN(S(=O)(=O)c3ccc(C)cc3)CC2)c1OC (configuration not stated)	-0.1%	nt	3%	-8%[20 µM]	-43%	0%	-0.9%	-3%	18%
O=C(NCN1C(=O)C2C3C=CC(C3)C2C1=O)Nc1nccs1 (configuration not stated)	-0.5%	-4.8%	-2%	-4%	-11%	-5%	-0.2%	7%	1%
CCN(CC)CCC(O)(c1ccccc1)C1CCCCC1 (configuration not stated)	-0.3%	1.9%	4%	-62%[20 µM]	-12%	9%	2.3%	11%	1%
COc1ccc(CCNS(=O)(=O)c2ccc([N+](=O)[O-])cc2)cc1OC	0.1%	-2.3%	17%	-34%[20 µM]	-4%	-6%	2.0%	-2%	3%
CC(=O)Nc1ccc(/C(C)=N/Nc2nc(Nc3ccccc3)nc(N3CCOCC3)n2)cc1	-0.2%	nt	-4%	2%	-25%	-8%	-2.6%	16%	10%
Cc1ccc(C(=O)NNC(=O)OC(C)(C)C)c(Cl)c1	0.2%	-4.0%	4%	-16%	-23%	8%	-2.2%	-2%	-6%
O=C(CSc1ccc(Cl)cc1)N1CCOCC1	0.0%	0.8%	-3%	14%	-23%	-1%	0.0%	7%	0%
COc1ccc(CCn2c(C)ccc2C)cc1OC	0.7%	-6.1%	6%	-1%	-1%	5%	10%	57%	-12%
CN(C)c1ccc(N=Cc2nc(-c3ccccc3)oc2OC(=O)c2cccc(Br)c2)cc1	-0.3%	6.8%	4%	6%	-13%	41%	9.7%	-10%	5%
COc1ccc(-c2nc(CN3CCCCC3c3cccnc3)c(C)o2)c(F)c1 (configuration not stated)	0.0%	-4.0%	17%	11%[20 µM]	2%	15%	-0.2%	11%	12%
CCn1c(SCC(=O)N2CCCC2)nc2c1c(=O)n(C)c(=O)n2C	0.2%	5.8%	9%	2%	-2%	-6%	1.7%	-1%	5%
COCCn1c(-c2ccc(Cl)cc2)nc2c(c(=O)c3ccccc3n2C)c1=O	0.1%	1.5%	-4%	-18%	-27%	-8%	-1.5%	3%	-7%
Cc1cccc(CC2CC(=O)N(CCc3ccc4c(c3)OCO4)C2=O)c1 (configuration not stated)	0.3%	nt	3%	-18%[20 µM]	-6%	8%	0.5%	-1%	13%
